# RXFP1 antagonist = blocks the human relaxin receptor RXFP1. activity change, negative = inhibition, % at 57.5 µM. Q9HBX9. 350,000 compounds, 0.59% hits. HEK293-RXFP1, relaxin-stimulated cAMP HTRF, 30 min; stronger effect = lower value;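 active = activity change of -60% or lower, but not beyond a set lower limit; inconclusive = change between -60% and -40%, or beyond the set limit; inactive = change above -40%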; note: % is set by controls: 0 for no effect and ±100 for the full control effect
# D1 potentiator = enhances dopamine response at the human D1 receptor. P21728. HEK293 TREx D1 cells, calcium flux, dopamine EC20 potentiation. potentiation, % at 10 µM. 360,000 compounds, 0.036% hits. AID 504651; in the data active = potentiation above about 30%; note: 0% is about no effect
# D1 antagonist = human D1 dopamine receptor antagonism. AID 504652. activity change, negative = inhibition, % at 10 µM. HEK293 TREx D1 cells, calcium flux, dopamine EC80; stronger effect = lower value. 360,000 compounds, 3.2% hits; in the data active = activity change below about -30%; note: % is set by controls: 0 for no effect and ±100 for the full control effect
#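 Allosteric or orthosteric antagonism assessed as attenuation of the calcium response to EC80 dopamine, added 180 s after compound, in induced HEK293 Trex D1 cells loaded with no-wash calcium dye.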
# Vif-APOBEC3F blk = Vif-A3F binding inhibition | 390,000 compounds, 0.2% hits | Potency, µM (titrated, usually from 46.1 µM), for inactives: at the top dose activity, negative = active | HeLa A3F-eYFP + Vif (tagged APOBEC3F with the HIV-1 protein that degrades it), YFP fluorescence increase | AID 602313; note: potency is the fitted concentration of half-maximal effect; % of control where 0% means no effect; nearly all actives have a fitted effect of over 65% in size
#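 HeLa cells stably expressing Vif plus C-terminally eYFP-tagged A3F were seeded, incubated overnight at 37 deg C, dosed with compound, incubated overnight again at 37 deg C. Yellow fluorescence (Ex 488/Em 500-530) reported blocked Vif-mediated A3F-eYFP degradation.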
# RXFP1 agonist = agonists of human relaxin receptor RXFP1. Q9HBX9. HEK293T-RXFP1 cAMP TR-FRET, 30 min; response scale: percent of porcine relaxin response, buffer zero. Potency, µM (highest dose often 57.5 µM), for inactives: at the highest dose activation, hits mostly activators. 370,000 compounds, 0.3% hits. AID 2676; note: potency is the fitted concentration of half-maximal effect; % is set by controls: 0 for no effect and ±100 for the full control effect; nearly all actives have a fitted effect of over 60% in size; many of its hits are not listed in these tables
#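 cAMP rise read by TR-FRET after 30 min, 37C compound exposure (up to 58 uM) in RXFP1-transfected HEK293 cells with Ro 20174 present. EC50 from Hill-equation fits, with 29 nM porcine relaxin as 100% and buffer as basal.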
# D1 ag = activates the human D1 dopamine receptor. P21728. HEK293 T-REx D1 cells, calcium flux, agonist mode. activation, % at 2 µM. 360,000 compounds, 1% hits. AID 504660; in the data active = activation above about 30%; note: 0% is about no effect
#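 Inducible HEK293 T-REx D1 cells, force-coupled to calcium signalling, were plated at 4000 cells/well with tetracycline and held overnight at 30 C. After no-wash calcium dye loading, compound-evoked calcium rise over 180 s flagged agonists.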
# D2 potentiator = positive allosteric modulators of human D2 dopamine receptor | P14416 | HEK293 T-REx D2, calcium flux, EC20 dopamine potentiation | potentiation, % at 10 µM | 340,000 compounds, 0.34% hits;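 active = potentiation over 3 SD above the plate norm, cut at about 30% in these data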; note: 0% is about no effect
# Target sequence (P14416 whole entry, looked up): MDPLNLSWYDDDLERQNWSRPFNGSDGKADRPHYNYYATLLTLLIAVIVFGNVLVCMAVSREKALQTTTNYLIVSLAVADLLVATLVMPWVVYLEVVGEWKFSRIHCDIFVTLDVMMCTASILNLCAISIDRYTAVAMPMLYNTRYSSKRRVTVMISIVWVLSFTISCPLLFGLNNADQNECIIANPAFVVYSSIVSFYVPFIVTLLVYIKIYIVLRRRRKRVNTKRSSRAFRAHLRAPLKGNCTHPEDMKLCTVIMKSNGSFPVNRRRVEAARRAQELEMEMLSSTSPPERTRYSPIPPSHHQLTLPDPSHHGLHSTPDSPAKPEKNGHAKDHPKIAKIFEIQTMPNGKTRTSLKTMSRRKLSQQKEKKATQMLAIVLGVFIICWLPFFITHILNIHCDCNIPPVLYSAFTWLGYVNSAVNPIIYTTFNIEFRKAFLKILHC
#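 Primary screen. Calcium kinetics in induced HEK293 T-REx D2 cells: compound pre-addition 180 s, EC20 dopamine, 180 s more.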
# GRP78 ERSR act = ER stress response induction in glioma | U87-MG GRP78 promoter luciferase reporter, 16 h | Potency, µM, for inactives: at the highest dose activation, most hits filed as activators | 420,000 compounds, 0.02% hits | AID 602332; note: potency is the fitted concentration of half-maximal effect; series mostly up to about 76 µM; % of control where 0% means no effect; nearly all actives have a fitted effect of over 35% in size
#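 Stably transfected U87-MG human glioma cells carrying a GRP78-based luminescent sensor were seeded at 1000 cells/well, pin-dosed with compounds and incubated 16 h. Luciferase reagent was then added, and end-point luminescence was read after 10 min at room temperature.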
# Vif-APOBEC3G blk = inhibitors of Vif-APOBEC3G interaction | 410,000 compounds, 0.076% hits | Potency, µM (series often up to 46.1 µM), without a hit: at the highest dose activity, negative = active, usual class: inhibitors | Q9HC16 | HeLa A3G-eYFP + Vif (tagged APOBEC3G with the HIV-1 protein that degrades it), YFP fluorescence, overnight;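 note: potency is the fitted concentration of half-maximal effect; % is set by controls: 0 for no effect and ±100 for the full control effect; nearly all actives have a fitted effect of over 60% in size; hits raise eYFP signal because A3G escapes Vif-driven loss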
# Target sequence (Q9HC16 whole entry, looked up): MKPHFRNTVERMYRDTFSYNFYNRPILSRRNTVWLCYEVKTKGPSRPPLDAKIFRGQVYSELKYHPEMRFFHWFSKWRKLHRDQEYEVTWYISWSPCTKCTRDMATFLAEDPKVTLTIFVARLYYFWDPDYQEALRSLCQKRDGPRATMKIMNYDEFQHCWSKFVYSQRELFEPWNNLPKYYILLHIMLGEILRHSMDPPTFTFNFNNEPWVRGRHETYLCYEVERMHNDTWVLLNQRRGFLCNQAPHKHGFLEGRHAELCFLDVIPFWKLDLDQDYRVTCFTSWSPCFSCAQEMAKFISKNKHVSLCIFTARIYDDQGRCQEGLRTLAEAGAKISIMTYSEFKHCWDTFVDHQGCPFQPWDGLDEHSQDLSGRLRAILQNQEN
#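 HeLa cells stably expressing Vif and C-terminally eYFP-tagged A3G, seeded overnight at 37 deg C, then exposed to compound by pintool overnight at 37 deg C. Rise in yellow fluorescence (Ex 488/Em 500-530, Acumen) marks blocked Vif-driven A3G degradation.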
# * marks the source's active call; other numbers are inactive results; ? = inconclusive; · = not tested or not shown; & = joins results of further samples. Unless noted, calls come from the whole dose curve; as a rule, active = well fitted curve in the direction sought with a large enough effect; inconclusive = small, poorly fitted or top-dose-only effect, or another doubt; inactive = no such curve, though single readings can be large; an effect the other way counts as inactive or inconclusive.
SMILES,RXFP1 antagonist,D1 potentiator,D1 antagonist,Vif-APOBEC3F blk,RXFP1 agonist,D1 ag,D2 potentiator,GRP78 ERSR act,Vif-APOBEC3G blk
Cc1nc(OCc2ccccc2)c2sc3nc4c(cc3c2n1)COC(C)(C)C4,-6,-5,-1,3%,-3.4%,4,3,-8%,0%
NC(=O)CC(NC(=O)Cc1ccc(Cl)cc1)c1ccc(NC2CCN(Cc3ccccc3)CC2)c([N+](=O)[O-])c1 (configuration not stated),·,1,9,3%,-2.4%,2,-13,-6%,-12%
O=C(CCNS(=O)(=O)c1ccccc1)NNC(=O)COc1ccccc1F,8,·,·,-7%,·,·,·,-4%,-1%
CCO[C@@H]1OC(C(=O)O)=C[C@H](C2CC2)[C@H]1CCCO,·,0,15,7%,0.8%,-5,0,-2%,1%
COc1cccc(NC(=O)CCN2CCN(CCO)CC2)c1,-5,0,5,-7%,0.3%,0,-1,-2%,4%
[O-][n+]1onc2c3cc(-c4ccccc4)nnc3ccc21,·,-1,1,?,0.1%,1,3,-3%,1%
CC(=O)Nc1ccc(SCCN2CC[C@@H](C(C)(C)C)CCC2=O)cc1,·,6,-6,-8%,0.2%,0,-4,-3%&0%,-11%&-10%
O=C(Nc1c2c(nn1-c1ccc([N+](=O)[O-])cc1)CS(=O)(=O)C2)c1ccco1,-14,-4,2,2%,3.1%,1,2,-3%,4%
CCOc1ccc(CNc2nc3ccccc3n2C)cc1,3,-5,18,4%,-0.1%,6,-18,1%,0%
Cc1cc(C)c2nc(SC(C)C(=O)NCC(=O)Nc3ccc(F)c(F)c3F)cc(C)c2c1 (configuration not stated),-3,27,-7,-9%,25%,3,-1,-3%,5%
Cc1c(Cl)cccc1NC(=O)CNC(=O)c1ccco1,7,0,4,2%,2.8%,2,-1,-2%,-2%
Cc1ccc(CNC(=O)C2CCC(=O)N(Cc3ccc(Cl)cc3)C2)cc1F (configuration not stated),-14,9,-4,0%,-0.2%,0,10,1%,0%

# Part of the list above in order of formula weight, largest number first:
SMILES,RXFP1 antagonist,D1 potentiator,D1 antagonist,Vif-APOBEC3F blk,RXFP1 agonist,D1 ag,D2 potentiator,GRP78 ERSR act,Vif-APOBEC3G blk
O=C(Nc1c2c(nn1-c1ccc([N+](=O)[O-])cc1)CS(=O)(=O)C2)c1ccco1,-14,-4,2,2%,3.1%,1,2,-3%,4%
COc1cccc(NC(=O)CCN2CCN(CCO)CC2)c1,-5,0,5,-7%,0.3%,0,-1,-2%,4%
[O-][n+]1onc2c3cc(-c4ccccc4)nnc3ccc21,·,-1,1,?,0.1%,1,3,-3%,1%

# The results go on:
SMILES,RXFP1 antagonist,D1 potentiator,D1 antagonist,Vif-APOBEC3F blk,RXFP1 agonist,D1 ag,D2 potentiator,GRP78 ERSR act,Vif-APOBEC3G blk
COc1cc(/C(C)=N/NC(=O)c2ccc(CSc3nncn3C)cc2)cc(OC)c1OC,-15,-5,-6,1%,-3.7%,2,22,7%,-5%
COc1ccc2c(c1OC)C(=O)OC2Nc1nc(-c2ccc(-c3ccccc3)cc2)cs1 (configuration not stated),·,-5,-4,1%,0.4%,-1,1,-1%,1%
C#CC1CCCCC1NC(=O)Nc1cnccc1C(F)(F)F (configuration not stated),1,1,-15,5%,1.3%,-1,6,-5%,-1%
CCOC(=O)c1ccccc1NC(=O)COC(=O)C(CCSC)NC(=O)COc1ccccc1 (configuration not stated),27,-2,1,4%,0.0%,15,7,-3%,-2%
Cc1cc(NC(=O)CN2C(=O)/C(=C/c3ccccc3F)SC2=S)no1,-8,·,9,-4%,2.7%,7,3,-2%,0%
COC(=O)Nc1ccc(OCC(=O)N2CCOCC2)cc1,·,5,-8,3%,0.4%,1,-4,-4%,-1%
O=[N+]([O-])c1ccc(N2CCNCC2)cc1NCc1cccnc1,-4,-1,4,-10%,8.5%,3,-21,-5%,-6%
COc1ccc(OC2CCN(S(=O)(=O)c3ccc(C(C)=O)cc3)CC2)cc1,-30,-4,-2,-6%,-2.1%,9,-7,-4%,0%
CCCN(C(=O)c1cn(CC)c2nc(C)ccc2c1=O)c1c(N)n(Cc2ccccc2)c(=O)[nH]c1=O,-18,-1,-12,5%,6.4%,1,·,1%,-2%
COc1cccc(NC(=S)NC2CC3CCCC(C2)N3C2CCCC2)c1 (configuration not stated),-16,-12,-22,-2%,-1.5%,4,8,-4%,-2%
CCC(C(=O)NC1CCCC1)N(C(=O)c1snc(C(N)=O)c1N)c1ccc2c(c1)OCCO2 (configuration not stated),13,0,3,-2%,27%,0,-1,-1%,3%
CCn1c(SCC(=O)Nc2ccc(NC(=O)c3ccco3)cc2)nnc1-c1cccs1,12,·,·,4%,·,·,·,-6%,1%
Cc1nnc(NC(=O)c2ccc(F)c(S(=O)(=O)N3CCCCC3)c2)s1,-36,-2,0,-14%,-0.7%,2,1,3%,3%
Cc1ccc(S(=O)(=O)NCC(=O)N2CCC(C)CC2)cc1,·,·,-16,1%,-1.2%,2,2,-3%,1%
Cc1cc(N2CCN(Cc3ccc4c(c3)OCO4)CC2)n2ncnc2n1,16,-7,-13,0%,3.0%,1,-6,-6%,0%
O=C(NC1CC1)C1=C[C@H](c2csc3ccccc23)C[C@H](OCc2ccc(CO)cc2)O1,·,-3,-4,-5%,0.0%,2,-5,0%,-2%
Cc1ccc(C)c(Sc2ccc(NC(=O)CCN3C(=O)NC4(CCCC4)C3=O)cc2)c1,-16,5,-33*,-13%,-1.3%,7,-2,-5%,-13%
CSCCC1NC(=S)N(Cc2ccccc2)C1=O (configuration not stated),5,-2,5,-2%,1.2%,0,10,0%,1%
Cc1ccc(C(=O)Nc2nnc(S(=O)(=O)N3CCCCCC3)s2)cc1,-8,-3&-2,-2&-9,-2%&-3%,1.3%&0.8%,1&10,2,-6%&-3%,0%&0%
O=C1c2ccccc2NC(c2ccccc2O)N1c1ccc(F)cc1 (configuration not stated),11,4,-1,-11%,0.7%,-1,-1,2%,-3%
Cc1ccccc1NC(=O)NCCCCc1ccccc1,-4,-3,5,-10%,2.2%,5,-8,-1%,-17%
COc1ccc(-c2noc(CN(C(C)C)S(=O)(=O)c3ccc(Br)cc3)n2)cc1,-3,-2,-4,·,-1.3%,5,2,·,·
O=C(/C=C/c1ccccc1)C1=C(O)C(=O)N(CCO)C1c1ccccc1[N+](=O)[O-] (configuration not stated),-1,1,-8,-16%,1.6%,3,5,-6%,-1%
CCOc1ccccc1CNc1nc2nc(C)cc(C)n2n1,-10,3,2,3%,-0.6%,-1,7,-2%,-5%

# Results in Vif-APOBEC3F blk, D1 ag and D1 potentiator, for some of the entries so far:
SMILES,Vif-APOBEC3F blk,D1 ag,D1 potentiator
O=C(/C=C/c1ccccc1)C1=C(O)C(=O)N(CCO)C1c1ccccc1[N+](=O)[O-] (configuration not stated),-16%,3,1
Cc1ccc(C(=O)Nc2nnc(S(=O)(=O)N3CCCCCC3)s2)cc1,-2%&-3%,1&10,-3&-2
O=C1c2ccccc2NC(c2ccccc2O)N1c1ccc(F)cc1 (configuration not stated),-11%,-1,4
Cc1ccc(S(=O)(=O)NCC(=O)N2CCC(C)CC2)cc1,1%,2,·
CCOc1ccccc1CNc1nc2nc(C)cc(C)n2n1,3%,-1,3
Cc1ccccc1NC(=O)NCCCCc1ccccc1,-10%,5,-3
CSCCC1NC(=S)N(Cc2ccccc2)C1=O (configuration not stated),-2%,0,-2

# Continuation.
SMILES,RXFP1 antagonist,D1 potentiator,D1 antagonist,Vif-APOBEC3F blk,RXFP1 agonist,D1 ag,D2 potentiator,GRP78 ERSR act,Vif-APOBEC3G blk
COc1ccc(OC)c(NC(=O)COC(=O)CCc2ccc(S(=O)(=O)N3CCOCC3)cc2)c1,-13,·,·,9%,·,·,·,-2%,0%
Cc1ccc(COc2ccc(CNCCCN3CCCCCC3=O)cc2)cc1,-19,-1,-20,2%,0.3%,17,-12,1%,5%
O=C(CCN1CCCC1)Nc1ccccc1,10,1,3,-3%,2.9%,1,1,3%,1%
Cc1ccc(CN(Cc2ccco2)C(=O)c2oc3c(C)c(C)ccc3c2C)cc1,·,1,-4,10%,0.4%,18,1,-1%,5%
Cc1ccsc1CN1CCc2nc(Nc3ccccc3)ncc2C1,-25,0,-3,2%,0.4%,-1,-8,5%,2%
Cc1ccc(NC(=O)C(=O)NNC(=O)c2cccs2)cc1,5,-6,-20,1%,2.9%,3,-4,4%,2%
Oc1ccc(C[C@H]2CNC(=S)N2CCc2cc(C(F)(F)F)cc(C(F)(F)F)c2)cc1,·,-3,-3,-4%,1.7%,1,12,-4%,0%
CCn1c(SCC(=O)Nc2sc3c(c2C#N)CCC(C(C)(C)C)C3)nnc1-c1ccco1 (configuration not stated),5,8,-8,-8%,-0.5%,2,15,-3%,-3%
CCC1=NN(C(=O)C(=O)Nc2ccccc2OC)C(O)(C(F)(F)F)C1 (configuration not stated),-23,-2,5,-4%,-0.5%,-3,-15,3%,-13%
CC1C=CCC2C(=O)N(c3cccc(C(=O)NCc4ccccc4)c3)C(=O)C12 (configuration not stated),-2,-10,3,3%,8.7%,6,5,-4%,1%
CCOc1ccc(/C=N/NC(=O)c2ccc(Cn3cc([N+](=O)[O-])cn3)o2)cc1,12,-5,-13,-2%,3.6%,2,-11,3%,0%
COc1ccc(C(=O)OCC(=O)c2c(N)n(C)c(=O)n(C)c2=O)cc1OC,-9,-1,-1,2%,23%,2,-1,2%,-4%
CCCCCCC(=O)NNC(=O)c1c(O)c2ccccc2n(CCC)c1=O,7,0,-4,4%,-0.7%,11,6,-4%,-1%
CCC1(c2ccccc2)NC(=O)N(CC(=O)Nc2ccc(Cl)c(S(=O)(=O)N3CCCCC3)c2)C1=O (configuration not stated),-18,-4,-23,2%,0.5%,7,-10,-4%,-5%
CC(C)(C)c1ccc(-c2nc3cc(NC(=O)c4cccc(Br)c4)ccc3o2)cc1,4,-1,9,-5%,4.7%,2,-4,-1%,2%

# Screening results deposited in PubChem BioAssay by National Center for Advancing Translational Sciences (NCATS).

# This is a subset; count on the stated rates, not on these rows.
